HCV NS3 hel inh = inhibitors of Hepatitis C virus NS3 helicase | NS3 helicase DNA unwinding, Cy5 molecular beacon fluorescence | inhibition, % at 10.9 µM | AID 1800 | 290,000 compounds, 0.56% hits;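 active = inhibition above the mean of all tested compounds plus 3 SD, set per campaign, cut at about 35% in these data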;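 note: 0% = DMSO wells and 100% = thioflavine S control wells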
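System: NS3 helicase fragment of HCV / Schedule: 1 h at 25 °C / Control set: DMSO alone as 0% and 110 µM thioflavine S as 100% / Reagent: Cy5/quencher beacon DNA duplex and ATP to start / Technique: Cy5 fluorescence / Replication: singlicate / Evaluation: % inhibition of end-to-start signal ratio versus controls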
VIM-2 inhibitor = blocks Pseudomonas aeruginosa VIM-2 metallo-beta-lactamase; inhibition, % at 5.6 µM; AID 1527; purified VIM-2, nitrocefin hydrolysis, epi-absorbance fluorescence; 290,000 compounds, 0.89% hits;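 active = inhibition above the mean of all tested compounds plus 3 SD, cutoff set per screening run, cut at about 7.5% in these data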;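 note: red hydrolysis product quenches plate fluorescence so inhibitors raise well fluorescence; 0% = enzyme with DMSO and 100% = DMSO without enzyme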
IDE cell inh = inhibits human insulin-degrading enzyme in HEK cells; inhibition, % at 5.59 µM; FAbetaB cleavage, fluorescence polarization; 320,000 compounds, 0.41% hits; P14735; AID 434962;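 active = percent inhibition above the average of all tested compounds plus 3 SD, set per screening campaign, cut at about 16% in these data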;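 note: IDE supplied by intact live HEK cells; FP after avidin binding of uncleaved biotin substrate so inhibition keeps polarization high; 0% = DMSO wells and 100% = 60 µM reference IDE inhibitor Ii1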
UBC9 SUMO inh = blocks human SUMOylation mediated by UBC9; P63279; HTRF SUMOylation assay, SAE1/SAE2 + UBC9, in vitro; inhibition, % at 35 µM; 290,000 compounds, 0.36% hits; in the data active = inhibition above about 50%, passing the limit was not always enough; note: strong numbers were not always called active
Target sequence (P63279 whole entry, looked up): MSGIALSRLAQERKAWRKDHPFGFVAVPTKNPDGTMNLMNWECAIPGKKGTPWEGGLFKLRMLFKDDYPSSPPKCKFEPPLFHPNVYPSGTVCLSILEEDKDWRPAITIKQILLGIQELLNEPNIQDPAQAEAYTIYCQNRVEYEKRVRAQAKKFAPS
PfM18AAP inh = PfM18AAP enzyme inhibition | recombinant PfM18AAP, H-Glu-NHMec fluorogenic cleavage | 290,000 compounds, 1.2% hits | inhibition, % at 7.35 µM | AID 1822;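 active = inhibition above the campaign mean inhibition over all tested compounds plus 3 SD, cut at about 28% in these data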;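 note: 0% = plate median of test compound wells and 100% = 2 mM ZnCl2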
pCIP destab = compounds decreasing mouse p/CIP protein stability. Q05BA5. F442A p/CIP-EGFP cells, EGFP fluorescence, 16 h. decrease of EGFP signal, % at 10 µM. 290,000 compounds, 0.01% hits. AID 1984;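 active = EGFP signal decrease of at least 30% at 10 µM or well 3 SD below plate mean, unless failing retest; inactive = the rest, including hits failing retest or dose response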; note: some compounds called inactive have numbers as strong as hits; many of its hits are not listed in these tables
IMP-1 inh = inhibitors of Pseudomonas aeruginosa IMP-1 metallo-beta-lactamase. purified IMP-1, nitrocefin hydrolysis, epi-absorbance fluorescence. inhibition, % at 5.6 µM. 290,000 compounds, 0.45% hits. AID 1556;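 active = inhibition above the mean plus 3 SD of all compounds in the same screening run, cut at about 4.5% in these data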;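 note: 0% = IMP-1 with DMSO and 100% = DMSO wells lacking enzyme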
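System: purified IMP-1; amount: IMP-1 0.2 nM before substrate addition; compound: single dose, 5.6 µM; times: 25 °C, 15 min preincubation, 25 min reaction; signal: Epi-absorbance via hydrolysed-nitrocefin quenching of white-plate fluorescence, 480/530 nm, EDTA stop; benchmarks: DMSO with and without IMP-1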
DNA FID counter = counter-screen for HCV NS3 helicase inhibitors: DNA intercalator displacement; DNA fluorescent intercalator displacement, fluorescence; inhibition, % at 7.9 µM; 290,000 compounds, 0.17% hits; in the data active = inhibition above about 37%;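 note: 0% = vehicle and 100% = reference compound; higher means more ethidium bromide displaced from hairpin DNA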
IDE act = IDE (human) activation, cell-based; 340,000 compounds, 0.073% hits; activation, % at 5.96 µM; HEK cells, FAbeta-B cleavage, fluorescence polarization; 0% vehicle, 100% cell-free pure enzyme wells; AID 493087; P14735;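 active = activation above the mean of all tested compounds plus 3 SD, set per screening campaign, cut at about 17% in these data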
The depositor's hits bear a star; . = no result given.

SMILES	HCV NS3 hel inh	VIM-2 inhibitor	IDE cell inh	UBC9 SUMO inh	PfM18AAP inh	pCIP destab	IMP-1 inh	DNA FID counter	IDE act
Cc1ccc(C(=O)N(Cc2ccc3c(c2)OCO3)Cc2nc3ccccc3c(=O)[nH]2)cc1	-6	-2.5	-4	-6	0	1	-3.0	-32	1
CSCC[C@H](NC(=O)c1ccc(Cl)c(S(=O)(=O)N2CCCC2)c1)c1nc2ccccc2[nH]1	-7	-0.8	1	8	5	-16	1.9	-23	2
COc1cccc(CN(C(=O)Cc2c[nH]c3ccccc23)C(C(=O)NC2CCCCC2)c2ccc(C)o2)c1 (stereo unspecified)	14	-2.4	1	-15	6	11	22*	-37	5
Cc1nc(SCC(=O)N2c3ccccc3Sc3ccccc32)n[nH]1	-4	-1.4	1	-1	6	3	-2.6	-16	2
CCCCCCNC(=O)CCCCCNS(=O)(=O)c1ccc(Br)cc1	4	-4.1	-2	-12	6	-6	-2.1	-42	-6
CCOC(=O)c1ccccc1NC(=O)c1nc2nccc(C)n2n1	-5	2.1	4	-3	-2	6	-1.4	-21	-3
COc1cc(C(=O)O/N=C(\N)Cc2ccc([N+](=O)[O-])cc2)cc(OC)c1OC	-4	-2.1	4	18	-3	-2	-2.2	-8	.
CCN(C(=O)CSc1nc2ccccc2n1CCc1ccccc1)C1CCS(=O)(=O)C1 (stereo unspecified)	-2	-0.7	-2	-9	6	-1	-1.7	-29	0
NC(=O)/C(=C/c1ccco1)NC(=O)c1ccc(Br)o1	33	2.7	0	.	29*	.	0.4	5	3
CC(C)c1csc(CN2CCN(Cc3ccc(F)cc3)C(CCO)C2)n1 (stereo unspecified)	-4	-1.3	-4	4	-9	-1	1.9	-11	3
CN1CCC(NC(=O)NC2CCCCC2)CC1	1	-0.5	-5	14	-7	9	-2.9	1	3
Cc1nc(-c2ccc(Cl)cc2)sc1C(=O)O	0	-1.4	3	-2	0	11	-1.7	1	-4
O=C(Cn1ccc2ccccc2c1=O)NCC(=O)N1CCCCC1	-4	-1.1	1	-5	-3	4	-2.0	-3	5
CC(C)(C)NC(=O)c1nc2ccccc2s1	0	1.0	3	1	1	-10	-2.2	-4	5
O=C(O)/C=C/c1cccc(NC(=O)c2ccc(Cl)cc2)c1	10	-2.2	3	10	-4	-4	-2.3	-4	6
O=C(Oc1ccc(F)cc1)c1cccnc1	5	0.8	3	-1	-2	-7	-4.7	-7	4
Cc1cc(C)nc(SCC(=O)c2ccc(Cl)cc2)n1	7	-1.2	-6	0	4	-10	-1.9	-22	4
COc1cccc(NC(=O)C2c3cc(OC)c(OC)cc3C(=O)N(C)C2c2cccnc2)c1 (stereo unspecified)	-1	-1.6	1	34	-1	-24	-1.9	-6	-1
Cc1sc2nc3n(c(=O)c2c1C)CCCCC3	1	-2.0	0	1	2	-11	-0.5	-3	-2
O=C(CN1CCC2(CC1)OCCO2)c1ccc2cc[nH]c2c1	12	-2.1	-2	-18	3	8	-3.8	3	-3
COC(=O)C(Cc1ccccc1)NC(=O)c1ccc(C)cc1 (stereo unspecified)	3	-4.1	-3	-6	-1	-3	-3.9	-10	6
CCOC(=O)CCc1c(C)c2ccc(OCc3cc([N+](=O)[O-])ccc3OC)cc2oc1=O	-2	1.3	0	4	-26	-9	-3.1	1	10
O=C1C2C3C=CC(CC3)C2C(=O)N1c1nccs1 (stereo unspecified)	0	-2.3	4	28	5	-6	0.1	2	0
c1ccc2c(c1)Oc1cccc3cccc-2c13	1	-2.0	2	12	-5	-2	-4.6	-4	0
C=CCSc1nc2ccccc2n1S(=O)(=O)c1ccc(C)cc1	-3	0.4	-6	24	-1	-7	-2.0	-1	1

Some entries already given, reduced to VIM-2 inhibitor.
SMILES	VIM-2 inhibitor
O=C(O)/C=C/c1cccc(NC(=O)c2ccc(Cl)cc2)c1	-2.2
CCN(C(=O)CSc1nc2ccccc2n1CCc1ccccc1)C1CCS(=O)(=O)C1 (stereo unspecified)	-0.7

Further structures follow:
SMILES	HCV NS3 hel inh	VIM-2 inhibitor	IDE cell inh	UBC9 SUMO inh	PfM18AAP inh	pCIP destab	IMP-1 inh	DNA FID counter	IDE act
Cc1cc(C)cc(N2CN=C3SCC(=O)N3C2)c1	7	-0.8	1	-13	-2	6	0.5	0	2
Cc1ccc(C(C)C)c(OCc2nnc(SCC(=O)Nc3nccs3)n2C)c1	3	-2.4	-2	0	-3	-6	-1.9	-1	10
COc1cccc(CN2CC(C(=O)N(C)Cc3ccc(C)cc3)CCC2=O)c1 (stereo unspecified)	5	-1.9	0	3	-3	5	-2.1	-44	2
CC(C)c1c(C(=O)N/N=C/C2CC=CCC2)nnn1-c1nonc1N (stereo unspecified)	13	0.7	2	2	4	-8	0.8	-16	0
O=S(=O)(Cc1cccc(C(F)(F)F)c1)c1ncn[nH]1	-3	-1.5	-6	18	-6	-15	-1.8	-4	-5
O=C(CSc1nnnn1-c1ccccc1)Nc1ncc2c(n1)CC(c1ccccc1)CC2=O (stereo unspecified)	1	-3.2	4	24	3	-3	-1.1	2	0
CCOC(=O)c1c(C)cc(C)n2c1nc1ccccc12	4	11*	3	21	4	4	-4.4	-5	2
Cc1cc(C(=O)N2CCc3ccccc32)c2cc(F)ccc2n1	3	-2.8	4	26	1	-19	-3.2	-15	4
CCOC(=O)/C=C1\SCC(=O)N1CC(=O)Nc1ccc(OC)c(OC)c1	1	-1.7	0	11	5	-4	-2.8	-7	4
COc1cccc(/C=N\Nc2nncc(-c3ccccc3)n2)c1	5	-4.1	8	-23	1	-2	-1.6	-8	2
O=C(CSc1nc2ccc(Cl)cc2[nH]1)NCc1ccco1	7	-4.1	4	-5	13	-17	-2.4	3	-9
Cc1occc1-c1nnc(SCC(=O)c2ccccc2)n1CC1CCCO1 (stereo unspecified)	-1	-0.8	9	-17	-4	7	-4.6	-22	4
Cc1ccc(/C=N/n2c(-c3ccc(Cl)cc3)n[nH]c2=S)s1	-6	-1.4	3	28	-6	18	-1.4	-7	4
O=C(CCCN1C(=O)/C(=C/c2ccccc2Cl)SC1=S)Nc1cccnc1	-24	-3.4	4	-5	10	-6	-0.7	-24	-3
COc1ccc(-c2noc(C3CCCN(S(=O)(=O)c4ccc(C)c(Cl)c4)C3)n2)cc1OC (stereo unspecified)	5	-0.6	0	23	0	-18	-3.0	-2	-3
COc1ccc(N(C)S(=O)(=O)c2cccc(C(=O)N(C)Cc3ccc(C)o3)c2)cc1	-7	-7.5	-5	3	7	-7	-3.3	-36	5
CC(=O)N1CCN(c2ccc(NC(=O)c3ccc([N+](=O)[O-])cc3)cc2)CC1	-7	-1.6	1	10	-3	-3	-4.6	-1	-2
O=C(CSc1ncn[nH]1)Nc1c(Br)cc([N+](=O)[O-])cc1Br	18	-2.0	4	-1	50*	-4	-4.8	-4	3
CCC1CCc2c([nH]c3ccccc3c2=O)O1 (stereo unspecified)	23	-2.1	10	1	5	-4	-2.0	-4	6
O=C(NCC1CCCO1)c1onc(CSc2ccc(F)cc2)c1C(=O)O (stereo unspecified)	6	-2.3	7	3	4	-7	-2.5	-12	2
CCOC(=O)c1cccc(NC(=O)c2cc3sccc3n2C)c1	-6	-2.4	2	-16	3	15	-0.8	-16	5
CCC(C)(C(=O)NC1CCCCC1)N(Cc1cccs1)C(=O)CC1NC(=O)NC1=O (stereo unspecified)	5	-2.4	3	2	-13	6	-1.7	-13	-1
Cc1cc(Cl)nc2c(C(C)C)cccc12	10	-4.9	2	-1	2	8	-5.5	2	-3
CCOc1ccc(NC(=O)Nc2ccc3nsnc3c2)cc1	4	-6.2	-2	22	6	-7	-3.7	8	5
CCSc1nnc([C@H](Cc2c[nH]c3ccccc23)NC(=O)OC(C)(C)C)o1	-13	-1.7	5	4	0	2	-2.1	-24	3
Next section:
SMILES	HCV NS3 hel inh	VIM-2 inhibitor	IDE cell inh	UBC9 SUMO inh	PfM18AAP inh	pCIP destab	IMP-1 inh	DNA FID counter	IDE act
Cc1cc(C)c2sc(N(CCN(C)C)C(=O)c3ccc4ccccc4c3)nc2c1	-71	-3.6	5	-6	1	-13	-4.2	15	7
CC1CC(=S)Nc2ccccc2N1C(=O)Nc1ccccc1 (stereo unspecified)	-10	-1.5	3	-2	-10	12	-2.3	-9	6
C/[N+]([O-])=C\CC(=O)c1ccc(-c2ccccc2)cc1	2	2.1	-1	-5	6	9	-1.5	-4	2
CCN1CCN(CC(=O)NC2CCCC2)C(=O)C1=O	-3	-0.2	0	3	-2	-6	-0.4	3	6
O=[N+]([O-])c1cccnc1N1CCOCC1	-5	-3.4	3	-11	1	-8	3.1	-2	0
Cn1c(NCCCO)nc2c(c1=O)C1(CCCCC1)Cc1ccccc1-2	-28	1.2	5	-7	1	-27	-1.6	-15	2
CCOC(=O)c1sc(NC(=O)c2ccccc2OCC)nc1C	14	-2.8	0	26	2	-7	-2.4	1	1
Cn1nccc1C(=O)NC(=S)Nc1sc2c(c1C#N)CCCCC2	1	-1.4	-2	-11	-14	-12	-3.8	-1	2
O=C(CN(C(=O)CNC(=O)c1ccco1)c1ccc(Cl)c(Cl)c1)NC1CCCCC1	0	-3.0	-1	-4	-10	-8	-2.9	-25	0
CCN1CCN(C(=S)Nc2ccccc2Cl)CC1	-4	-8.1	-1	1	0	5	-4.2	-2	0

Structural class: those above with an NH in an aromatic ring (11)
SMILES	HCV NS3 hel inh	VIM-2 inhibitor	IDE cell inh	UBC9 SUMO inh	PfM18AAP inh	pCIP destab	IMP-1 inh	DNA FID counter	IDE act
Cc1ccc(C(=O)N(Cc2ccc3c(c2)OCO3)Cc2nc3ccccc3c(=O)[nH]2)cc1	-6	-2.5	-4	-6	0	1	-3.0	-32	1
CSCC[C@H](NC(=O)c1ccc(Cl)c(S(=O)(=O)N2CCCC2)c1)c1nc2ccccc2[nH]1	-7	-0.8	1	8	5	-16	1.9	-23	2
COc1cccc(CN(C(=O)Cc2c[nH]c3ccccc23)C(C(=O)NC2CCCCC2)c2ccc(C)o2)c1 (stereo unspecified)	14	-2.4	1	-15	6	11	22*	-37	5
Cc1nc(SCC(=O)N2c3ccccc3Sc3ccccc32)n[nH]1	-4	-1.4	1	-1	6	3	-2.6	-16	2
O=C(CN1CCC2(CC1)OCCO2)c1ccc2cc[nH]c2c1	12	-2.1	-2	-18	3	8	-3.8	3	-3
O=S(=O)(Cc1cccc(C(F)(F)F)c1)c1ncn[nH]1	-3	-1.5	-6	18	-6	-15	-1.8	-4	-5
O=C(CSc1nc2ccc(Cl)cc2[nH]1)NCc1ccco1	7	-4.1	4	-5	13	-17	-2.4	3	-9
Cc1ccc(/C=N/n2c(-c3ccc(Cl)cc3)n[nH]c2=S)s1	-6	-1.4	3	28	-6	18	-1.4	-7	4
O=C(CSc1ncn[nH]1)Nc1c(Br)cc([N+](=O)[O-])cc1Br	18	-2.0	4	-1	50*	-4	-4.8	-4	3
CCC1CCc2c([nH]c3ccccc3c2=O)O1 (stereo unspecified)	23	-2.1	10	1	5	-4	-2.0	-4	6
CCSc1nnc([C@H](Cc2c[nH]c3ccccc23)NC(=O)OC(C)(C)C)o1	-13	-1.7	5	4	0	2	-2.1	-24	3

Screening results: PubChem BioAssay, several laboratories
